RMI FANCM FP = inhibitors of human RMI core complex binding to FANCM MM2 | hit rate 0.58% among 70,000 | Fluorescence polarization, RMI core complex with F-MM2 peptide; hits give low values | FP signal (polarization) at 33 µM; in the data active means FP signal below about 40; further: inactives centre near 61; strong numbers were not always called active; unit not given here
The depositor's hits bear a star; & = joins results of further samples. Not all compounds are listed (hit frequency here may not be typical).

The opening 20 compounds, ahead of the listing:
SMILES	RMI FANCM FP
CCc1ccc2c(c1)C(C)(C)C1(/C=C/c3ccco3)NC(=O)CCN21 (centres undefined)	99
O=C(NCC1CCN(Cc2cccs2)CC1)c1c(F)cccc1Cl	74
Cc1ccc(N(C(=O)c2cc([N+](=O)[O-])cc([N+](=O)[O-])c2)C2C=CS(=O)(=O)C2)cc1 (centres undefined)	52
CN(C)N=C1c2cc(S(=O)(=O)N3CCOCC3)ccc2-c2ccc(S(=O)(=O)N3CCOCC3)cc21	58
COc1ccc(C(C)=O)cc1CSc1ccccn1	60
O=C(c1cccs1)n1ccc(C(F)(F)F)n1	52
COc1ccccc1OCCn1c(Cc2cccs2)nc2ccccc21	67
O=S(=O)(c1cc(-c2nc3ccccc3s2)ccc1Cl)N1CCCCCC1	60
COc1cccc(Nc2cc(C)nc3c4c(C)cc(C)nc4nn23)c1	71
CCOc1ccc(S(=O)(=O)Nc2cc(Sc3nc4ccccc4s3)c(O)c3ccccc23)cc1	55
CO[C@H]1C=CC23c4cc5c(cc4[C@H](O)N(C[C@H]2O)[C@@H]3C1)OCO5 (some centres undefined)	61
N#C/C(=C\c1ccc(-c2ccccc2)o1)C(=O)N1CCCCCC1	61
CCOC(=O)C(CC)Sc1ccc(NC(=O)C2CC2)nn1 (centres undefined)	68
Cc1cc2nsnc2cc1Cl	53
CCOC(=O)Cn1c(=NC(=O)c2cc3ccccc3oc2=O)sc2cc([N+](=O)[O-])ccc21	60
COC(=O)c1cncc(C(=O)OC)c1	56
CN1CCN(c2cc(OCCNS(=O)(=O)c3ccc(F)cc3)ncn2)CC1	60
Cc1cc(C)n2ncc(/C(N)=N\O)c2n1	54
c1ccc(CC2NCCc3ccccc32)cc1 (centres undefined)	62
Cc1ccc(NC(=O)C(=O)NCC2CCN(Cc3ccco3)CC2)cc1	71

All compounds of this part, from the first entry:
SMILES	RMI FANCM FP
CCc1ccc2c(c1)C(C)(C)C1(/C=C/c3ccco3)NC(=O)CCN21 (centres undefined)	99
O=C(NCC1CCN(Cc2cccs2)CC1)c1c(F)cccc1Cl	74
Cc1ccc(N(C(=O)c2cc([N+](=O)[O-])cc([N+](=O)[O-])c2)C2C=CS(=O)(=O)C2)cc1 (centres undefined)	52
CN(C)N=C1c2cc(S(=O)(=O)N3CCOCC3)ccc2-c2ccc(S(=O)(=O)N3CCOCC3)cc21	58
COc1ccc(C(C)=O)cc1CSc1ccccn1	60
O=C(c1cccs1)n1ccc(C(F)(F)F)n1	52
COc1ccccc1OCCn1c(Cc2cccs2)nc2ccccc21	67
O=S(=O)(c1cc(-c2nc3ccccc3s2)ccc1Cl)N1CCCCCC1	60
COc1cccc(Nc2cc(C)nc3c4c(C)cc(C)nc4nn23)c1	71
CCOc1ccc(S(=O)(=O)Nc2cc(Sc3nc4ccccc4s3)c(O)c3ccccc23)cc1	55
CO[C@H]1C=CC23c4cc5c(cc4[C@H](O)N(C[C@H]2O)[C@@H]3C1)OCO5 (some centres undefined)	61
N#C/C(=C\c1ccc(-c2ccccc2)o1)C(=O)N1CCCCCC1	61
CCOC(=O)C(CC)Sc1ccc(NC(=O)C2CC2)nn1 (centres undefined)	68
Cc1cc2nsnc2cc1Cl	53
CCOC(=O)Cn1c(=NC(=O)c2cc3ccccc3oc2=O)sc2cc([N+](=O)[O-])ccc21	60
COC(=O)c1cncc(C(=O)OC)c1	56
CN1CCN(c2cc(OCCNS(=O)(=O)c3ccc(F)cc3)ncn2)CC1	60
Cc1cc(C)n2ncc(/C(N)=N\O)c2n1	54
c1ccc(CC2NCCc3ccccc32)cc1 (centres undefined)	62
Cc1ccc(NC(=O)C(=O)NCC2CCN(Cc3ccco3)CC2)cc1	71
Cn1ccc(C(=O)Nc2c(C(N)=O)oc3ccccc23)n1	70
Cc1cc(CNC(=O)CN2C(=O)c3ccccc3C2=O)c(C(F)(F)F)o1	55
COCCN1CCC(CNC(=O)C(=O)Nc2cccc(F)c2)CC1	74
CS(=O)(=O)CCCCN=C=S	64
CC(=O)Nc1cccc(NC(=O)CS(=O)(=O)c2cn(CC(=O)N3CCC(C)CC3)c3ccccc23)c1	57

Going on with the list.
SMILES	RMI FANCM FP
CC12CCC(c3c(C(=O)O)nn(-c4ccccc4)c31)C2(C)C (centres undefined)	57
O=C1CCc2cc(S(=O)(=O)Nc3ccccc3C(F)(F)F)cc3c2N1CC3	52
O=C1CC(n2c(O)c(C=C3C=Nc4ccccc43)sc2=S)C(=O)N1c1ccc(F)cc1 (centres undefined)	42
CCOC(=O)c1cc2c(=O)n3ccccc3nc2n(C)c1=NC(=O)c1cc(Cl)ccc1[N+](=O)[O-]	59
CS(=O)(=O)c1ccc(S(=O)CC(=O)Oc2ccc(Br)cc2)c([N+](=O)[O-])c1 (centres undefined)	65
CCOC(=O)c1ccc(NC(=O)c2cn(C)nc2OC)cc1	55
S=c1[nH]c2c(Cl)cc(Cl)cc2o1	52
Cc1cc(NC(=O)C2CCCN(S(=O)(=O)c3cccs3)C2)n(C(C)C)n1 (centres undefined)	69
N#C/C(=C(/Oc1ccc(Cl)cc1Cl)C(F)(F)F)c1ccccc1	53
O=C(COc1cccc2c1CCN(Cc1ccccc1F)C2=O)N1CCCCC1	63
O=C(NCc1ccccc1)N1CCN(c2ccc(-c3ccncc3)nn2)CC1	70
Cc1cc(C)cc(-c2nc(SCCN3CCCC3)c3c(=O)n(C)c(=O)n(C)c3n2)c1	71
Cc1cc2nnc(SCC(=O)Nc3nsc(-c4ccccc4)n3)n2c2ccccc12	145
CC(C)Oc1cc(C(F)(F)F)nc2ccc(CSCCO)cc12	44
COc1ccc(C2C(OC(C)=O)C(c3ccccc3OCc3ccccc3)=NN2C(C)=O)cc1 (centres undefined)	58&59
CCOC(=O)C1=C(C)NC(C)=C(C(=O)OC)C1c1cccc([N+](=O)[O-])c1 (centres undefined)	51&59&55&59
CCOc1ccc(-c2cc3c(SCc4cccc(OC)c4)nccn3n2)cc1Cl	86
COc1ccc2nc(-c3ccc(C)c(NS(=O)(=O)c4ccc5c(c4)CCCC5)c3)cn2n1	57&70
Cc1ccccc1Cn1cnc2c(cnn2CCNC(=O)c2ccc(Br)o2)c1=O	65
COc1ccc(C(=O)O)c(O)c1OC	63
COc1ccc(Cc2nc(-c3ccccc3)cs2)cc1	58
CC(C)(C)OC(=O)N1CCCN(S(=O)(=O)c2cccc3nsnc23)CC1	53
CN(C)CCN(C(=O)C1=COCCO1)c1nc2ccc(Cl)cc2s1	82
Cc1cccc(C)c1NC(=O)CSc1ccc(C(F)(F)F)cc1[N+](=O)[O-]	72
CS(=O)(=O)/C(C#N)=C\c1ccc(Cl)s1	49

(further entries)
SMILES	RMI FANCM FP
Cc1sc(NC(=O)c2cccc(NS(=O)(=O)c3ccccc3)c2)c(C#N)c1C	58
Cn1cccc1C(CNC(=O)C(=O)Nc1ccc2c(c1)OCO2)N1CCc2ccccc2C1 (centres undefined)	68
O=C(CN1CCCCC1)NNc1nc(-c2ccccc2)c2cc(Cl)ccc2n1	55
C=CCn1c(SCc2n[nH]c(=S)n2C)nnc1-c1ccccc1	53
O=C(Nc1cccc([N+](=O)[O-])c1)C1CCN(c2ccc(-c3ccccc3)nn2)CC1	60
O=C(Nc1ccc2c(c1)OCCO2)Nc1cccs1	56
C#CC(CC)(CC)NC(=S)NCCc1ccccc1	68
Cc1ccc(C(=O)NCCc2nnc3ccc(N4CCCCCC4)nn23)cc1	61
COc1cc(C(=O)NS(=O)(=O)c2ccccc2C)ccc1Cc1cn(C)c2ccc(NC(=O)OC3CCCC3)cc12	59
CNC(=O)c1c(NC(=O)C2COc3ccccc3O2)sc2c1CCC(C)C2 (centres undefined)	61
COc1cc(OC)cc(C(=O)NCCc2ccc(N3CCCC3)cc2)c1	69
O=S(=O)(c1ccc(-c2ccccc2)cc1)N1CCN(c2ccc3nncn3n2)CC1	65
CC(=O)Nc1ccc(S(=O)(=O)Nc2ccc3c(c2)N(C(=O)C2CCCC2)CC3)c(C)c1	66
N#C/C(C(=O)N1CCCCC1)=C1/Nc2ccccc2S1	58
N#C/C(=C\C=C\c1ccccc1)c1ccc([N+](=O)[O-])cc1	82
Cc1oc(C(=O)O)cc(=O)c1C	53
O=C(Oc1ccc(N(C(=O)c2ccccc2)S(=O)(=O)c2cccs2)cc1)c1ccccc1	65
CC(C)(C)NC[C@H](O)COc1cccc2c1CCCC2=O	55
COC(=O)c1ccc2c(=O)n(CCC(=O)NCCc3ccc(Cl)cc3)c(=S)[nH]c2c1	134
N#Cc1ccc(Oc2sccc2[N+](=O)[O-])cc1	54
Cc1cc(C)nc(-n2nc(C(C)(C)C)cc2OCC(=O)N2CCN(c3ccccc3)CC2)n1	68
COc1ccc(C(=O)Nc2cccc(-c3cn4nc(OC)ccc4n3)c2)c(OC)c1	63
COc1cc2c(cc1OC)CN(C(=O)CSc1nc3scc(-c4ccco4)c3c(=O)n1-c1ccccc1)CC2	93
COCC(=O)N1CCCc2ccc(NS(=O)(=O)c3cc(OC)ccc3OC)cc21	70
C=CCN1C(=O)C(C)(C)COc2cc(NC(=O)COc3ccccc3F)ccc21	67

The results go on.
SMILES	RMI FANCM FP
CN1CCCc2cc(C(CNC(=O)Cc3cccs3)N3CCCCC3)ccc21 (centres undefined)	67
O=C(Cn1cnc2c(cnn2C2CCS(=O)(=O)C2)c1=O)NCc1ccco1 (centres undefined)	66
Cc1ccc(S(=O)(=O)NCCC(=O)O)cc1C	56
O=C(NC1(C(F)(F)F)Oc2cc(Cl)c(Cl)cc2O1)C1=C(N2CCOCC2)/C(=C/c2ccccc2)CC1	59
CCN(CC)S(=O)(=O)c1ccc(C(=O)NCCn2ncccc2=O)cc1	62
Cc1ccc(Cn2nc(C)c(NC(=O)c3cc(-c4ccc5c(c4)OCO5)on3)c2C)cc1	59
Cn1cc(OCc2ccc(F)cc2)c(=O)cc1C(=O)NC1CCCCCC1	63
CS(=O)(=O)c1ccc(N2CCN(c3ccccc3)CC2)c([N+](=O)[O-])c1	58
O=C(CCCC(=O)N1CCCC1)N1CCCC1	59
COc1ccc(OC)c(S(=O)(=O)Cl)c1	72
O=[N+]([O-])c1ccc(C=Nc2ccc(-c3cnco3)cc2)cc1	60
COc1ccc(OC)c2sc(NC(=O)CCS(=O)(=O)c3ccccc3)nc12	60
CN1CCN(c2cc(OCCNC(=O)Nc3ccc(OC(F)(F)F)cc3)ncn2)CC1	62
Cc1nnc2ccc(N3CCN(C(=O)Nc4ccc5c(c4)OCO5)CC3)nn12	67
CCC1(c2ccccc2)CCC(=O)N(CC(=O)Nc2c(C)cc(C)cc2C)C1=O (centres undefined)	74
CS(=O)(=O)C/C(N)=N\OC(=O)c1ncc(C(F)(F)F)cc1Cl	58
O=C(CSc1ccc(NC(=O)c2cccs2)nn1)NCc1cccs1	69
COCCNS(=O)(=O)c1ccc(-c2ccc(Cl)cc2)cc1	74
Cc1cc(-c2nnc(NC(=O)c3ccc(Oc4ccccc4)cc3)o2)n(C)n1	69
CCOc1ccccc1C(=O)N1CCN(Cc2nc(C(C)(C)C)cs2)CC1	60
CNC(=O)C(=O)Nc1cc(N2CCCS2(=O)=O)ccc1C	66
O=C(Cn1c(CO)cnc1SCc1cccc(C(F)(F)F)c1)NC1CCCC1	64
COc1cccc(-c2nnc(-c3ccccc3NC(=O)c3ccc(Cl)cc3)o2)c1	54
COc1cccc(CNC(=O)C(=O)Nc2ccc(Cl)c(N3CCCS3(=O)=O)c2)c1	69
COc1ccc(Cl)cc1S(=O)(=O)Cc1nc(-c2ccc(OC(C)C)cc2)no1	83

Reformatted: results already given
RMI FANCM FP	mol
69	O=C(CSc1ccc(NC(=O)c2cccs2)nn1)NCc1cccs1
58	CS(=O)(=O)c1ccc(N2CCN(c3ccccc3)CC2)c([N+](=O)[O-])c1

Next compounds.
SMILES	RMI FANCM FP
O=C(c1cc2ccccc2o1)N1CCN=C1SCc1c(F)cccc1Cl	63
CCOc1ccc2nc(N3CCCCC3)sc2c1	59
C[C@H]1O[C@H](O[C@H]2[C@H](O)[C@@H](O)[C@@H](O[C@H]3[C@H](O)[C@@H](O)C(O)O[C@@H]3CO)O[C@@H]2CO)[C@H](O)[C@@H](O)[C@@H]1N[C@H]1C=C(CO)[C@@H](O)[C@H](O)[C@H]1O (some centres undefined)	59
CSc1cccc(NC(=O)CC(CC(=O)O)c2ccc(C(F)(F)F)cc2)c1 (centres undefined)	54
COC(=O)C(=Cc1ccc(-c2ccsc2C(=O)OC)o1)C(=O)OC	65
CC(C)C(=O)N1CCc2ccc(NS(=O)(=O)c3ccc(F)cc3)cc2C1	73
Cc1ccc(-n2ncc3c(=O)n(Cc4ccc(Br)cc4)cnc32)c(C)c1	68
COC(=O)c1ccc(NC(=O)CSc2nnc(C3CC(=O)N(c4ccc(C)cc4)C3)o2)cc1 (centres undefined)	62
COc1ccc(NC(=O)CSc2nc3ccccc3nc2-c2ccccc2)cc1	61
Cc1ccc(C)c(Cn2cccc2C#N)c1	61
COc1ccc(C(=O)NCC2(c3cccs3)CCCC2)c(OC)c1	73
O=C(NCc1nnc(SCCN2CCOCC2)o1)c1ccccc1	60
CCOc1ccc(NC(=O)Cc2csc(Nc3ccc(S(C)(=O)=O)cc3)n2)cc1	62
CSc1nc(-c2cnccn2)nc(-c2ccccc2Cl)c1C#N	56
COCC(=O)Nc1cc(=O)n(C)c(=O)n1C	61
Cn1cc(CC(=O)N2CCN(c3ncccn3)CC2)c2ccccc21	67
O=C(CNS(=O)(=O)c1ccccc1Cl)N1CCOC(c2ccccc2)C1 (centres undefined)	74
S=C(NNC(=S)NC1CC2C=CC1C2)Nc1ccc(Br)c(Cl)c1 (centres undefined)	46
O=C(Cc1csc(SCc2ccc(F)cc2)n1)NCc1ccncc1	59
CCc1cc(C(=O)c2ccc(OC)cc2)c(N)s1	51
Cc1ccc(F)cc1NC(=O)Cn1c(C)nc2c(sc3cccc(F)c32)c1=O	114
COc1ccc(F)cc1S(=O)(=O)Nc1cccc(-c2ccc(=O)n(C)n2)c1	54
O=C(/C=C/c1ccc(F)cc1)n1cnc2ccccc21	66
Cc1ccc(-n2cccc2C(=O)C(F)(F)F)c([N+](=O)[O-])c1	58&56
Cc1cc(C)cc(NC(=O)CSc2nc(CC(=O)NC3CC3)cc(=O)[nH]2)c1	59
Oc1ccccc1C=Nc1ccc(N2CCOCC2)cc1	56
CCOP(=O)(OCC)c1nc(-c2ccc(Cl)cc2Cl)oc1NC	57
CSc1ccc(NC(=O)c2ccco2)cc1	66
CN(C)S(=O)(=O)c1ccc(C(=O)Nc2nnc(SCc3ccc(Br)cc3)s2)cc1	55
CC(=O)Cc1nsc(NC(=O)c2cc(-c3ccc(Cl)c(Cl)c3)oc2C)n1	122

Screening data: PubChem BioAssay, Small Molecule Screening Facility, UW Madison
